BAP1 inh: inhibitors of human BAP1 deubiquitinase | Q92560 | recombinant BAP1, Ub-AMC hydrolysis fluorescence kinetic; active compounds read low | activity remaining (% of control), % at 20 µM | 72,000 compounds, 0.48% hits;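 active = activity remaining at or below 50% of control, provided the compound also passes the data quality filters; inactive = the rest, including low values that fail the filters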;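 also: 100% = DMSO wells rate and 0% = substrate alone blank rate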
Target sequence (Q92560 whole entry, looked up): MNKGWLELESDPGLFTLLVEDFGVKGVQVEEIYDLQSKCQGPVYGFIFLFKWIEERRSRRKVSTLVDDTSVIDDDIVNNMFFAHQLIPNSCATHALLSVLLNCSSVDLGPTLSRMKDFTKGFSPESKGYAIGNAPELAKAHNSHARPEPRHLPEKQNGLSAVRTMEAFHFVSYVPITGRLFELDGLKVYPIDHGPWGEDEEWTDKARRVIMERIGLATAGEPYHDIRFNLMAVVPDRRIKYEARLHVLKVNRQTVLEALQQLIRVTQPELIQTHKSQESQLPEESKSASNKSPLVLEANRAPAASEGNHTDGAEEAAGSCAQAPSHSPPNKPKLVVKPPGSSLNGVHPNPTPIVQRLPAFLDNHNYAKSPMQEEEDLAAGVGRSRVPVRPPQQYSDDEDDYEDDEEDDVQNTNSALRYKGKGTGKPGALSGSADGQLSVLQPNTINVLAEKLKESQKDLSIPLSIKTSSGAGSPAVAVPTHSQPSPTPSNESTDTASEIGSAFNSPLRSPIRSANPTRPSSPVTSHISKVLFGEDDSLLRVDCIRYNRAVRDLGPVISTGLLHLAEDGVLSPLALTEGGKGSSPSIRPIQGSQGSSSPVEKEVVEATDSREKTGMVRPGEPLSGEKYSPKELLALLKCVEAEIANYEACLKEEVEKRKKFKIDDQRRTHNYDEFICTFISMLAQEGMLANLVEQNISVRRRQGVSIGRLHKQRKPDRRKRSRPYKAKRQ
HePTP inhibitor: inhibitors of human HePTP phosphatase | 110,000 compounds, 0.64% hits | recombinant HePTP phosphatase activity, OD absorbance | AID 521 | inhibition, % at 20 µM; in the data active = inhibition above about 50%;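 also: plate controls were vehicle for no effect and reference inhibitor for full effect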
Target sequence (P35236 whole entry, looked up): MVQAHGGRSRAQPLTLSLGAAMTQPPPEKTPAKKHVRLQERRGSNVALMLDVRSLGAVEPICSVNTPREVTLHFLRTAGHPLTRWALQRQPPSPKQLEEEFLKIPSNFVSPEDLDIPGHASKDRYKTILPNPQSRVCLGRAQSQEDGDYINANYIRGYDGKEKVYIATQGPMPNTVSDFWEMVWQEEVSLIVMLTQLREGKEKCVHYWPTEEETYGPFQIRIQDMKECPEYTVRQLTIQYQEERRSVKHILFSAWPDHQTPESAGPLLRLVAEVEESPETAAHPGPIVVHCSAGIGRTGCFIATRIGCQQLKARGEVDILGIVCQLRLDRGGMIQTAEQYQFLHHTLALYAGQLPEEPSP
The depositor's hits bear a star.

Screening CCOc1cc(C2C3=C(CC(C)(C)CC3=O)Nc3ccccc3N2C(C)=O)ccc1O (stereo not drawn) returned HePTP inhibitor 2.
Cc1oc(-c2cccs2)nc1CS(=O)CC(=O)NCCc1ccccc1 (stereo not drawn) was read as BAP1 inh 80 and HePTP inhibitor -4.
`COc1ccc(CCN(C)C(=O)CSc2nccn2C)cc1OC` gave BAP1 inh 76 and HePTP inhibitor 3.
`C=CCn1c(Cc2csc(N)n2)nnc1SCC(=O)OCC` gave BAP1 inh 111 and HePTP inhibitor 4.
`Cc1cccc(-c2nnc3sc(-c4ccccc4)nn23)c1` gave BAP1 inh 84 and HePTP inhibitor 3.
For Cc1cc(NC(=O)CCC(=O)N(c2cccc(F)c2)C(C(=O)NC2CCCC2)c2ccncc2)no1 (stereo not drawn) the results were BAP1 inh 59 and HePTP inhibitor 2.
Screening CCCCN(C)CCNC(=O)c1c[nH]c2ccc(S(=O)(=O)N(CC)CC)cc2c1=O returned HePTP inhibitor 5.
`O=C(NCC(=O)N(c1cccnc1)C(C(=O)NC1CCCCC1)c1cccnc1)c1ccco1` (stereo not drawn) gave BAP1 inh 97 and HePTP inhibitor 5.
Screening O=C(O)CCCCCN1C(=O)C(=O)/C(=C(/O)c2ccc(Cl)cc2)C1c1ccc(O)cc1 (stereo not drawn) returned HePTP inhibitor 10.
Screening CN1CCN(CCOCCOc2ccc(Cl)cc2)CC1 returned HePTP inhibitor 0.
Screening CCCC(=O)Nc1ccc(Cl)c(NC(=O)c2ccc(Br)o2)c1 returned BAP1 inh 136 and HePTP inhibitor 0.
Screening COc1cccc(N2C(=O)CC(N3CCC(c4nc5ccccc5[nH]4)CC3)C2=O)c1 (stereo not drawn) returned BAP1 inh 93 and HePTP inhibitor -6.
COc1cccc(-c2cc(C(=O)N3CCN(c4ncccn4)CC3)c3ccccc3n2)c1 was read as BAP1 inh 98 and HePTP inhibitor -2.
`Cc1nnc(SC(C)C(=O)Nc2ccc3c(c2)OCCO3)s1` (stereo not drawn) gave BAP1 inh 111 and HePTP inhibitor 6.
`NS(=O)(=O)c1ccc(CCNC(=O)CNC(=O)C2CCCCC2)cc1` gave BAP1 inh 67 and HePTP inhibitor -2.
Screening CC(C)n1c(NCc2nc3ccccc3n2C)nc2ccccc21 returned BAP1 inh 110 and HePTP inhibitor 4.
For Cn1c(SCC(=O)N2CCCc3ccccc32)nnc1-c1ccco1 the results were BAP1 inh 111 and HePTP inhibitor -7.
c1ccc(CCc2nn3c(C4COc5ccccc5O4)nnc3s2)cc1 (stereo not drawn) was read as BAP1 inh 80 and HePTP inhibitor -12.
Screening O=S(=O)(Cc1ccccc1)c1nc2ccccc2[nH]1 returned HePTP inhibitor -1.
`Cc1ccc(-c2nc(C#N)c(NCCc3ccccn3)o2)cc1` gave HePTP inhibitor -10.
Screening CCOc1cccc(/C=N/NC(=O)CC2C(=O)NN=C2C)c1O (stereo not drawn) returned HePTP inhibitor -3.
Screening O=C(Cc1ccc([N+](=O)[O-])cc1)Nc1cccc(-c2nc3ccccc3o2)c1 returned HePTP inhibitor 3.
Screening O=[N+]([O-])c1ccc(N2CCOCC2)cc1Sc1cccc2cccnc12 returned HePTP inhibitor 11.
COC(=O)c1ccccc1NC(=O)Cn1c(-c2nonc2N)nc2ccccc21 was read as BAP1 inh 59 and HePTP inhibitor -7.
For Cc1ccccc1NC(=O)Cn1cnc2c(oc3ccccc32)c1=O the results were BAP1 inh 108 and HePTP inhibitor 4.
Screening COc1cccc(OC)c1C(=O)N1CCN(S(=O)(=O)c2ccc(C)cc2)CC1 returned BAP1 inh 146 and HePTP inhibitor 1.
`O=C(COC(=O)c1ccc(N2C(=O)C3C4CCC(C4)C3C2=O)cc1)c1ccc([N+](=O)[O-])cc1` (stereo not drawn) gave BAP1 inh 91.
Screening Cc1ccc(C(=O)NCCNc2ccc([N+](=O)[O-])cc2Cl)cc1 returned HePTP inhibitor 2.
For O=C(Nc1cccs1)NC1CCCC1 the results were BAP1 inh 87 and HePTP inhibitor -3.
Cc1ccc(-c2nc(C3CCN(S(=O)(=O)c4ccc(C(F)(F)F)cc4)CC3)no2)cc1 was read as BAP1 inh 108 and HePTP inhibitor 1.
`CCCN1C(=O)c2cc(C(=O)Nc3ccccc3CC)ccc2C1O` (stereo not drawn) gave BAP1 inh 96 and HePTP inhibitor 0.
COC(=O)c1ccccc1NC(=O)Cn1cnc2c(cnn2-c2ccccc2)c1=O was read as BAP1 inh 116 and HePTP inhibitor 2.
For Cc1cccc2c1NC(C)CC2C (stereo not drawn) the results were BAP1 inh 89 and HePTP inhibitor 4.
CCOC(=O)CNc1ccc2c(c1)OCO2 was read as BAP1 inh 86 and HePTP inhibitor 2.
`COc1cc(C(=S)N2CCOCC2)ccc1OC(=O)c1ccccc1` gave HePTP inhibitor -1.
O=C(NCc1nnc(SCC(=O)N2CCC(Cc3ccccc3)CC2)o1)c1ccccc1F was read as BAP1 inh 88 and HePTP inhibitor 8.
For Cc1cc(OCC(O)CN2CCN(C)CC2)ccc1C(C)C (stereo not drawn) the results were BAP1 inh 106 and HePTP inhibitor 3.
`O=C(CCn1ccnc1)c1ccc(Br)cc1` gave BAP1 inh 70.
For O=C(Cn1nc(Cl)nc1Cl)c1ccc2c(c1)OCCO2 the results were BAP1 inh 94 and HePTP inhibitor 2.
Cn1c(N2CCOCC2)nc(-c2ccccc2)c1-c1ccccc1 was read as BAP1 inh 93 and HePTP inhibitor 4.

Pulled one by one from the list above (2):
COC(=O)c1ccccc1NC(=O)Cn1c(-c2nonc2N)nc2ccccc21 was read as BAP1 inh 59 and HePTP inhibitor -7.
Screening O=C(Cc1ccc([N+](=O)[O-])cc1)Nc1cccc(-c2nc3ccccc3o2)c1 returned HePTP inhibitor 3.

Following part:
Cc1cc(NC(=O)CSc2nnc(-c3ccco3)n2CC2CCCO2)no1 (stereo not drawn) was read as BAP1 inh 105 and HePTP inhibitor -1.
For Cc1ccccc1CNS(=O)(=O)c1ccc2c(c1)OCCO2 the results were BAP1 inh 90 and HePTP inhibitor -2.
`COc1ccc(C(=O)Nc2cc(Cl)ccc2C)cc1OC` gave HePTP inhibitor 6.
For Cc1ccccc1OCCNC(=O)Cc1cccc2ccccc12 the results were HePTP inhibitor -2.
CCc1c(C)c2ccc(OCc3ccccc3)c(C)c2oc1=O was read as HePTP inhibitor 3.
For CCNC(=S)NC(C(=O)OC)C12CC3CC(CC(C3)C1)C2 (stereo not drawn) the results were HePTP inhibitor -8.
Screening Cc1c(Cl)cccc1NC(=O)CSCc1cccc(Br)c1 returned HePTP inhibitor 7.
For CCN(CC)C(=O)CSc1nnc(-c2ccccc2)n1-c1ccccc1 the results were BAP1 inh 103 and HePTP inhibitor -7.
CC1CCN(S(=O)(=O)c2ccc3c(c2)CCN3C(=O)CCC(=O)O)CC1 was read as BAP1 inh 101 and HePTP inhibitor 3.
`CN(c1ccc(C(=O)N2CCCCC2)cc1)S(C)(=O)=O` gave BAP1 inh 124 and HePTP inhibitor -8.
COc1cc(/C=C2/C=C(c3ccccc3)OC2=O)ccc1C was read as HePTP inhibitor 2.
O=S(=O)(c1ccc2c(c1)C(=NO)c1cc(S(=O)(=O)N3CCCCC3)ccc1-2)N1CCCCC1 was read as BAP1 inh 129 and HePTP inhibitor 7.
Screening CNC(=O)c1c(C)nc(SCC(=O)NCc2ccc(OC)cc2)c(C#N)c1-c1ccco1 returned BAP1 inh 121 and HePTP inhibitor 10.
For Cc1cccc(N2C(=O)CSC23C(=O)Nc2ccccc23)c1 (stereo not drawn) the results were HePTP inhibitor 7.
`C=CCNC(=O)C(=O)NCCCOC(C)C` gave HePTP inhibitor 5.
Cc1c(C(=O)Nc2ccc(Nc3ccccc3)cc2)cccc1[N+](=O)[O-] was read as HePTP inhibitor -8.
Screening O=C(c1ccccc1)c1ccc2nc(-c3cccnc3)[nH]c2c1 returned HePTP inhibitor 7.
Screening COCCNCC(=O)NCC12CC3CC(CC(C3)C1)C2 returned HePTP inhibitor -12.
Cc1ccc(C(=O)CC2(O)C(=O)N(C)c3ccccc32)cc1 (stereo not drawn) was read as HePTP inhibitor 4.
Screening CCOc1ccc(-n2c(-c3ccco3)n[nH]c2=S)cc1 returned BAP1 inh 92 and HePTP inhibitor -14.
Screening O=C(NCc1ccc2c(c1)OCO2)C1CCCN(S(=O)(=O)c2cccc3cccnc23)C1 (stereo not drawn) returned BAP1 inh 94 and HePTP inhibitor 14.
Screening CCN(CC)c1ccc(/C=C2\C(=O)NC(=O)N(c3ccc(OC)cc3)C2=O)c(OC)c1 returned HePTP inhibitor -2.
Screening COc1ccc(OC)c(S(=O)(=O)Nc2cccc(C(C)=O)c2)c1 returned BAP1 inh 59 and HePTP inhibitor 6.
Screening OC(COc1ccc(OCC(O)CN2CCCCCC2)cc1)CN1CCCCCC1 (stereo not drawn) returned BAP1 inh 93 and HePTP inhibitor 12.
O=C(NC1=NCCS1)c1cccc(S(=O)(=O)N2CCCCC2)c1 was read as HePTP inhibitor -16.
For C=CCNC(=O)c1ccccc1NS(=O)(=O)c1ccccc1 the results were BAP1 inh 91 and HePTP inhibitor 4.
`CCOc1ccc2[nH]c(=O)c(CN(Cc3ccc(C)cc3)C(=O)N3CCCC3)cc2c1` gave HePTP inhibitor 3.
For COc1cc(C(=O)NCc2nnc(SCC(=O)N3CCCCC3)o2)cc(OC)c1OC the results were BAP1 inh 122 and HePTP inhibitor 5.
For CCOC(=O)C1=C(N2CCCCC2)c2cc3c(n2C1=O)CCCC3 the results were BAP1 inh 79 and HePTP inhibitor 0.
CC(C)(C)C1CCc2c(sc(NC(=O)c3ccncc3)c2C(N)=O)C1 (stereo not drawn) was read as HePTP inhibitor 2.
`CC1=C(C#N)C(c2cn(-c3ccccc3)nc2-c2cccs2)C(C#N)=C(C)N1` gave HePTP inhibitor 9.
CCOc1ccc(CCNC(=O)c2oc3c(c2C)-c2[nH]ncc2CC3)cc1OCC was read as BAP1 inh 82 and HePTP inhibitor 0.
CCOC(=O)C1CCN(Cc2c(F)cccc2Cl)CC1 was read as BAP1 inh 106 and HePTP inhibitor 6.
COc1cccc(C(=O)Nc2cc(-c3nc4cc(Cl)cc(Cl)c4o3)ccc2C)c1 was read as HePTP inhibitor -5.
Screening CC1(C)Cc2c(sc(NC(=O)c3ccco3)c2C#N)C(C)(C)N1 returned BAP1 inh 88 and HePTP inhibitor 3.
`O=c1c2ccccc2ncn1C1CCCCC1` gave BAP1 inh 90 and HePTP inhibitor 15.
Screening COCCNC(=O)CN(c1ccc(F)cc1)S(=O)(=O)c1ccccc1 returned HePTP inhibitor 1.
`CC(C)N1C(=O)CN(C2CCCCCC2)C(=O)C1c1ccccc1F` (stereo not drawn) gave BAP1 inh 87 and HePTP inhibitor 6.
For COc1ccc(C(=O)N2c3ccccc3C(N(C(C)=O)c3ccccc3)CC2C)cc1 (stereo not drawn) the results were BAP1 inh 140 and HePTP inhibitor 3.
COc1ccc(CC(C)CC(=O)NCCc2ccc(OC)c(OC)c2)cc1 (stereo not drawn) was read as HePTP inhibitor -5.
COc1ccc(CCNC2CC(=O)N(c3ccc(OC)cc3)C2=O)cc1 (stereo not drawn) was read as HePTP inhibitor 7.
Screening CCc1cc(-c2n[nH]c(C)c2Oc2ccccc2)c(O)cc1OC(C)C returned BAP1 inh 69.
For CC(NC(=O)Nc1ccccc1C(F)(F)F)C1CCCO1 (stereo not drawn) the results were BAP1 inh 78 and HePTP inhibitor 7.
`COc1ccc(C(=O)CC(=O)O)c2c1C=CC(C)(C)O2` gave BAP1 inh 88 and HePTP inhibitor 5.
For CCc1ccc(/C=C2\SC(=S)N(CC(=O)N3CCOCC3)C2=O)cc1 the results were HePTP inhibitor 6.
For CCOCCCNC(=O)CCNC(=O)c1cc(OC)c(OC)c(OC)c1 the results were BAP1 inh 68 and HePTP inhibitor 0.
`CN1C(=O)/C(=C2\SC(=S)N(CC3CCCO3)C2=O)c2ccccc21` (stereo not drawn) gave BAP1 inh 86 and HePTP inhibitor 6.
CCOc1ccccc1NC(=O)c1ccc(N(Cc2ccc(Cl)cc2)S(C)(=O)=O)cc1 was read as HePTP inhibitor -8.
`O=C(N/N=C/c1ccc(-c2ccccc2[N+](=O)[O-])o1)Nc1ccccc1` gave HePTP inhibitor 10.
For CCOc1ccc(/C=C2\C(=O)NC(=O)N(c3ccccc3C)C2=O)cc1Cl the results were HePTP inhibitor -8.

Entries from the list above with an aryl thioether with sulfur outside any ring:
`COc1ccc(CCN(C)C(=O)CSc2nccn2C)cc1OC` gave BAP1 inh 76 and HePTP inhibitor 3.
`C=CCn1c(Cc2csc(N)n2)nnc1SCC(=O)OCC` gave BAP1 inh 111 and HePTP inhibitor 4.
`Cc1nnc(SC(C)C(=O)Nc2ccc3c(c2)OCCO3)s1` (stereo not drawn) gave BAP1 inh 111 and HePTP inhibitor 6.
For Cn1c(SCC(=O)N2CCCc3ccccc32)nnc1-c1ccco1 the results were BAP1 inh 111 and HePTP inhibitor -7.
Screening O=[N+]([O-])c1ccc(N2CCOCC2)cc1Sc1cccc2cccnc12 returned HePTP inhibitor 11.
O=C(NCc1nnc(SCC(=O)N2CCC(Cc3ccccc3)CC2)o1)c1ccccc1F was read as BAP1 inh 88 and HePTP inhibitor 8.
Cc1cc(NC(=O)CSc2nnc(-c3ccco3)n2CC2CCCO2)no1 (stereo not drawn) was read as BAP1 inh 105 and HePTP inhibitor -1.
For CCN(CC)C(=O)CSc1nnc(-c2ccccc2)n1-c1ccccc1 the results were BAP1 inh 103 and HePTP inhibitor -7.
Screening CNC(=O)c1c(C)nc(SCC(=O)NCc2ccc(OC)cc2)c(C#N)c1-c1ccco1 returned BAP1 inh 121 and HePTP inhibitor 10.
For COc1cc(C(=O)NCc2nnc(SCC(=O)N3CCCCC3)o2)cc(OC)c1OC the results were BAP1 inh 122 and HePTP inhibitor 5.

Bioassay records: PubChem BioAssay, several laboratories
